PKA-R2B activ – PKA-R2B complex activation; hit rate 0.079% among 340,000; activation, % at 11.4 µM; P22694+P31323; PKA-R2B holoenzyme dissociation, Cy5-IP20 fluorescence polarization; R2B truncated from residue 108, S112A mutant; 0% DMSO only, 100% 113 µM cGMP;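 active = activation above a cutoff set at the mean over all compounds plus 3 SD, cut at about 18% in these data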;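 note: higher means more holoenzyme dissociation and a rise in polarization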
Target sequence (P31323 whole entry, looked up, other chains not shown, the tested form may be a part): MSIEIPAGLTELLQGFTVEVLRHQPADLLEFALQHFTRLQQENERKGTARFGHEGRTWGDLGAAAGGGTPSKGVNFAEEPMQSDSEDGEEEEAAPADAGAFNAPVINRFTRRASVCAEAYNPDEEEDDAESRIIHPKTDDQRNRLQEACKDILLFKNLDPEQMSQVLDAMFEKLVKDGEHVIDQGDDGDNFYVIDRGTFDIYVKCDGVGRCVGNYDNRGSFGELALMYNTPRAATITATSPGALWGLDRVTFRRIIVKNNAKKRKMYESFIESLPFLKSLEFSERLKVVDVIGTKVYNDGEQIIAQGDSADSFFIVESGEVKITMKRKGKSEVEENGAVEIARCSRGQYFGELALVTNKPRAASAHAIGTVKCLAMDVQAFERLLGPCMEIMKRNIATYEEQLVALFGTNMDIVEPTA
SR-BI HDL uptake – blocks mouse SR-BI lipid uptake from DiI-HDL | hit rate 0.96% among 320,000 | Q61009 | AID 488896 | ldlA[mSR-BI] CHO cells, DiI-HDL uptake fluorescence, 3 h | inhibition, % at 12.5 µM;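 active = mean replicate inhibition of at least 70% and a set share of replicates each scoring 70 or more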;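 note: 0% = median of neutral control wells and 100% = median of positive control wells; values of inactives mirror those of a sister screen read the other way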
Keap1 Nrf2 FP – inhibitors of human Keap1-Nrf2 protein-protein interaction; Q14145; inhibition, % at 9.4 µM; hit rate 0.15% among 340,000; Keap1 Kelch-Nrf2 peptide fluorescence polarization, 1536-well; in the data active = inhibition above about 12%;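 note: human Keap1 Kelch domain with fluorescein labeled Nrf2 9mer peptide probe; 0% = neutral control wells and 100% = peptide positive control; higher means more block of Keap1 binding to Nrf2 peptide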
NSD2 HMT inh – NSD2 (human) methyltransferase inhibition; O96028; NSD2 peptide methylation, AlphaScreen, 120 min; inhibition, % at 12.5 µM; hit rate 0.54% among 310,000; AID 743445; in the data active = inhibition above about 50%
Arr AP2 block – blocks beta-arrestin peptide binding to AP2 adaptin | AID 504490 | FITC-arrestin peptide / GST-AP2 beads, flow cytometry; AP2 beta2 appendage carries R879A mutation | inhibition, % at 10 µM | hit rate 0.31% among 340,000;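 active = inhibition above a set limit, near 3 SD of compounds lacking own fluorescence, cut at about 54% in these data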;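 note: plate controls were DMSO wells for no effect and 5 µM unlabelled arrestin peptide for full effect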
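Material – GST-tagged AP2 beta2-adaptin appendage (R879A) on 4 µm glutathione beads · Probe or stimulus – fluorescein-tagged arrestin peptide at 50 nM final · Timing – 12 min plus 1 h, RT · Detection – bead flow cytometry, FITC channel · Read-out basis – inhibition as reduced fluorescein signal on beads, percent · Medium – PBS plus Tween 20 (0.05%) and BSA (0.1%)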
DAGLB inh – blocks human DAGLB lipase activity; HEK293T DAGLB membrane lysate, EnzChek fluorogenic substrate; inhibition, % at 5.17 µM; hit rate 0.059% among 340,000; in the data active = inhibition above about 34%;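 note: 0% = enzyme with vehicle and 100% = wells lacking enzyme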
Target sequence (Q8NCG7 whole entry, looked up): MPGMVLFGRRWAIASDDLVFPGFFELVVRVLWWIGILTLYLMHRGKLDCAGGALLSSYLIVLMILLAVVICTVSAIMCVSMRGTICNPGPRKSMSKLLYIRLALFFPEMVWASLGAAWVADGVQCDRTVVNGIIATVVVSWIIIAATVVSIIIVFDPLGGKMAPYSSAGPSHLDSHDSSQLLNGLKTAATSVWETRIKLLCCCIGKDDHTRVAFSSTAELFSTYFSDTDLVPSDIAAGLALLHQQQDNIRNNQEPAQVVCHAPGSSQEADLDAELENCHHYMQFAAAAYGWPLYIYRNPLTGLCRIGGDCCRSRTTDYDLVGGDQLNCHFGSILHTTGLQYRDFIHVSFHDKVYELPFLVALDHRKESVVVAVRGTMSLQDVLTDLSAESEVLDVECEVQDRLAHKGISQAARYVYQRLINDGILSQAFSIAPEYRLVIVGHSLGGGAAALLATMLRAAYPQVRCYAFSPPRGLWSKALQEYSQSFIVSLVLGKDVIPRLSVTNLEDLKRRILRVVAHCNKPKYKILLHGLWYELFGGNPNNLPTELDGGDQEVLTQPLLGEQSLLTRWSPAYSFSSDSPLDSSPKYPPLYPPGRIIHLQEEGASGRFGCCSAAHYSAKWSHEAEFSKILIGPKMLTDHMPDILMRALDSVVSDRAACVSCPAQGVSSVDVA
SR-BI DiI-HDL act – enhances SR-BI lipid uptake from DiI-HDL. CHO ldlA[mSR-BI] cells, DiI-HDL uptake fluorescence, 3 h; 100 = double the neutral-control signal. activation, % at 12.5 µM. hit rate 0.096% among 320,000. AID 504775;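 active = mean replicate activation of at least 60% and every replicate at or above 60%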;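 note: 0% = median plate neutral-control signal and 100% = twice that signal; values of inactives mirror those of a sister screen read the other way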
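System: CHO ldlA[mSR-BI] cells / Medium: HEPES-buffered (25 mM, pH 7.4) F12 plus 0.5% BSA / Probe or stimulus: labelled HDL, 10 µg/mL / Doses: single compound concentration, delivered by pin transfer / Schedule: 3 h, 37 °C / Measured by: DiI fluorescence, bottom read / Measure: cell-associated DiI fluorescence as measure of HDL uptake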
PvdQ inh – blocks Pseudomonas aeruginosa PvdQ acylase activity; hit rate 0.063% among 340,000; AID 488965; inhibition, % at 10 µM; purified PvdQ acylase, fluorescence plate reader; in the data active = inhibition above about 30%, passing the limit was not always enough;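 note: 0% = vehicle neutral wells and 100% = reference inhibitor wells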
RTF Ca sens inh – cardiac RTF calcium desensitization; IANBD-labeled cardiac RTF, Ca2+ fluorescence; P19429+P45379; hit rate 0.12% among 340,000; inhibition, % at 7.15 µM;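 active = inhibition above the mean inhibition of all tested compounds plus 3 SD, cut at about 17% in these data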;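 note: assay run at fixed EC70 calcium of 1.6 mM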
C-LANA FP – blocks KSHV LANA C-terminal domain binding to DNA | MBP-C-LANA/FAM-LBS DNA binding, fluorescence polarization | inhibition, % at 9 µM | hit rate 0.078% among 340,000 | AID 504423;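 active = highest replicate inhibition at or above 60% at 9 µM, even if other replicates fall short; inactive = all replicates below 60% inhibition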;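 note: 0% = neutral control wells and 100% = 4 µM acridine orange control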
* marks the source's active call; other numbers are inactive results; · = not tested or not shown.

Second line of a record: PKA-R2B activ, SR-BI HDL uptake, Keap1 Nrf2 FP, NSD2 HMT inh, Arr AP2 block, DAGLB inh, SR-BI DiI-HDL act, PvdQ inh, RTF Ca sens inh, C-LANA FP
(1) CC(C(=O)O)C(=O)O
    1, -9, -2, ·, -7, 2, 9, -2, -4, 2.4
(2) CCOC(=O)C1(Cc2cccc(OC)c2)CCCN(Cc2c(C)nn(C(C)C)c2C)C1 (configuration not stated)
    1, ·, 0, 26, 15, 0, ·, 4, -11, -1.6
(3) O=C(NCc1ccccc1)C(c1cccnc1)N(Cc1ccco1)C(=O)c1ccccn1 (configuration not stated)
    2, -47, -3, 14, -7, 2, 47, -4, -7, -0.6
(4) COc1cc(C(=O)NCCC2=CCCCC2)ccc1OCc1c(C)noc1C
    3, 49, -4, 0, 20, 0, -49, -1, 9, -0.6
(5) CCN(C(=O)CN1C(=O)COc2ccc(S(=O)(=O)N3CCCCCC3)cc21)c1cccc(C)c1
    -8, 3, 0, -2, -7, -3, -3, -13, 4, 1.0
(6) CC(NC(=O)c1ccco1)c1ccc2c(c1)OCO2 (configuration not stated)
    -1, -30, 2, 1, 42, -1, 30, -9, 4, -0.2
(7) Cc1ccc(SCC2CNc3nc4ccccc4c(=O)n32)c(C)c1 (configuration not stated)
    -6, -23, -2, 1, 4, -3, 23, -13, -7, 0.4
(8) CSc1ncccc1C(=O)OCC(=O)N1CCN(C(=O)c2ccco2)CC1
    2, -42, -6, 24, -7, 0, 42, -1, 4, 1.6
(9) C1CCN=C(Nc2nn[nH]n2)CC1
    4, -24, -5, -4, 20, -2, 24, 3, 7, -1.5
(10) CCOC(=O)N1CCN(C(=O)Cn2nc(C)n3nc(-c4ccccc4)cc3c2=O)CC1
    -1, 25, -5, 1, 7, 1, -25, 9, 3, 0.0

Second line of a record: PKA-R2B activ, SR-BI HDL uptake, Keap1 Nrf2 FP, NSD2 HMT inh, Arr AP2 block, DAGLB inh, SR-BI DiI-HDL act, PvdQ inh, RTF Ca sens inh, C-LANA FP
(11) Cc1cccc(NC(=O)c2cccc(NC3=NC4CS(=O)(=O)CC4S3)c2)c1 (configuration not stated)
    -4, -14, -5, ·, 15, -2, 14, 17, 1, 0.3
(12) CCOc1ccccc1C(=O)Nc1nnc(CC)s1
    -9, -10, 5, ·, -7, 0, 10, -10, 0, -0.5
(13) CCCCC(=O)Nc1nnc(-c2ccc(OC)cc2)s1
    4, 34, -1, -1, 1, -3, -34, -9, -2, -2.2
(14) O=C(CCS(=O)(=O)c1ccc(Br)s1)N1CCc2ccccc21
    -3, -16, -4, ·, 8, -4, 16, -11, -6, 0.3
(15) COCC(=O)OCc1cc2cccc(C)c2[nH]c1=O
    -13, ·, 1, -1, 14, -2, ·, -4, 5, 0.0
(16) COc1ccccc1N1C(=O)CC(N2CCN(c3ccc(F)cc3)CC2)C1=O (configuration not stated)
    0, 0, -9, 1, 1, -4, 0, 1, -3, -2.2
(17) Cc1c(NC(=S)NC(=O)C(C)(C)C)c(=O)n(-c2ccccc2)n1C
    -12, 3, 1, -2, -4, 2, -3, -12, 2, 0.4
(18) Cc1cc(C)n2nc(SCc3nnc(SCc4ccccc4)s3)nc2n1
    5, -7, -4, 0, -11, 1, 7, -11, -2, -0.7
(19) Cc1ccc(C(=O)O/N=C/c2ccc(N(C)C)cc2)cc1
    6, 8, -3, 0, 7, -2, -8, -15, -10, -1.0
(20) CCC(=O)N(CCC1(C(C)C)CCOC(C)(C)C1)Cc1ccco1 (configuration not stated)
    2, -4, -1, 3, 27, -2, 4, -4, 0, 1.3

Pulled one by one from above (two):
Second line of a record: PKA-R2B activ, SR-BI HDL uptake, Keap1 Nrf2 FP, NSD2 HMT inh, Arr AP2 block, DAGLB inh, SR-BI DiI-HDL act, PvdQ inh, RTF Ca sens inh, C-LANA FP
(1) CC(C(=O)O)C(=O)O
    1, -9, -2, ·, -7, 2, 9, -2, -4, 2.4
(14) O=C(CCS(=O)(=O)c1ccc(Br)s1)N1CCc2ccccc21
    -3, -16, -4, ·, 8, -4, 16, -11, -6, 0.3

Additional structures
Second line of a record: PKA-R2B activ, SR-BI HDL uptake, Keap1 Nrf2 FP, NSD2 HMT inh, Arr AP2 block, DAGLB inh, SR-BI DiI-HDL act, PvdQ inh, RTF Ca sens inh, C-LANA FP
(21) O=C1NC2(CCCc3ccccc32)C(=O)N1CCOc1ccc(Br)cc1 (configuration not stated)
    -15, 17, -4, -3, -6, 0, -17, -20, -26, 3.4
(22) CC(C)(C)NC(=S)NCc1ccc2c(c1)OCO2
    -5, -3, 2, 1, 16, 0, 3, 0, -20, -1.5
(23) COc1ccc(-c2noc(-c3ccco3)n2)cc1OC
    -12, 14, -6, 1, -8, -2, -14, -2, -4, 0.9
(24) O=C(COc1ccc2ccc(=O)oc2c1)NC1CCCC1
    -6, -13, -4, -3, 5, 3, 13, 5, -4, 0.6
(25) COc1ccc(NC(=O)OCCN2CCN(Cc3ccccc3)CCC2=O)cc1
    -10, -5, 6, ·, 35, -2, 5, 7, -4, 8.1
(26) CN(C)CCn1c(=O)n(Cc2ccccc2)c(=O)c2c3c(sc21)CCCCC3
    -1, -18, 0, 5, -2, -4, 18, -5, -6, -2.1
(27) COc1ccc(C2C(C(C)=O)=C(C)Nc3ncnn32)c(OC)c1OC (configuration not stated)
    -2, -21, 4, -1, 42, -3, 21, 7, -18, -1.3
(28) C/C(=N\NC(=O)C1CCCN(S(=O)(=O)c2ccccc2)C1)c1ccccn1 (configuration not stated)
    -5, -1, 3, 4, -6, 0, 1, -12, -2, 1.2
(29) COc1ccc(CS(=O)c2nc(C)cc(C)c2S(C)(=O)=O)cc1 (configuration not stated)
    -7, -20, -6, -2, -7, -1, 20, -14, 0, -1.5
(30) OCCN(CC#CC(O)(c1ccccc1)c1ccccc1)CCO
    1, -11, -1, 2, 6, -1, 11, -14, 3, -2.5

Second line of a record: PKA-R2B activ, SR-BI HDL uptake, Keap1 Nrf2 FP, NSD2 HMT inh, Arr AP2 block, DAGLB inh, SR-BI DiI-HDL act, PvdQ inh, RTF Ca sens inh, C-LANA FP
(31) Cc1ccc2nc(NC(=S)NC(=O)c3cccs3)sc2c1
    -3, -2, -5, 1, -29, 0, 2, 6, -1, -0.6
(32) Cc1nnc(Cn2cnc3c2c(=O)n(C)c(=O)n3C)o1
    -10, ·, -7, -3, 0, 1, ·, -13, -12, 1.4
(33) O=C(CSCCO)Nc1cc(C(F)(F)F)ccc1Cl
    0, -5, -2, ·, 4, 3, 5, -3, -1, -1.3
(34) Cc1cnc(C(=O)Nc2nnc(C3CC3)s2)cn1
    8, -38, 2, -5, 7, 2, 38, 2, -5, -1.2
(35) Cc1cc(=O)[nH]c(SCC(=O)N2CCCc3ccccc32)n1
    4, -13, -2, 0, -4, 2, 13, -4, -8, 0.8
(36) Cc1cccc(OCC(=O)N/N=C/CC(C)c2ccccc2)c1C (configuration not stated)
    -7, -23, -3, -5, 13, -4, 23, 0, -14, -2.5
(37) Cc1ccc(OCC(=O)Nc2ccc(NC(=O)c3cccs3)cc2)c(C)c1
    1, ·, -1, -10, -15, 12, ·, -9, -1, -0.6
(38) Cc1[nH]c(C)c(S(=O)(=O)N2CCN(c3ccc(Cl)cc3)CC2)c1C(=O)N1CCCC1
    -5, -5, -3, 6, -4, 2, 5, -19, 0, -0.9
(39) O=C1c2ccccc2C(=O)N1CCCCN(C(=O)c1ccco1)c1ccc(Cl)cc1
    -3, -25, -6, 5, 7, -1, 25, -10, -11, -0.7
(40) C/C(CCc1ccccc1)=N\NC(=O)COc1ccccc1C
    -3, -4, 0, -1, -3, -6, 4, -7, -3, 1.0

Second line of a record: PKA-R2B activ, SR-BI HDL uptake, Keap1 Nrf2 FP, NSD2 HMT inh, Arr AP2 block, DAGLB inh, SR-BI DiI-HDL act, PvdQ inh, RTF Ca sens inh, C-LANA FP
(41) O=C(COc1ccccc1O)NC1CCCC1
    -10, -16, -2, 21, 0, -1, 16, -16, -10, -0.3
(42) CCn1cc(C(=O)O)c(=O)c2cnc(N3CCN(C(=S)NC(=O)c4ccc(Cl)cc4Cl)CC3)nc21
    1, 0, 3, 0, 1, -3, 0, -4, -2, -2.7
(43) COc1cc(NC(=O)Cn2nc(C(F)(F)F)c3c2CCCC3)cc(OC)c1OC
    -15, 15, -6, 3, 1, -6, -15, -11, -4, -1.1
(44) O=C(CCC(=O)Nc1ccc(F)cc1)N/N=C/c1c[nH]c2ccccc12
    -3, 17, -6, ·, 1, 4, -17, -3, -6, -1.6
(45) O=C(Nc1ccc2c(c1)OCCO2)c1cnn(-c2ccccc2)n1
    -6, -11, -2, -3, -10, -13, 11, -7, -4, -0.6

Entries listed so far with a halogen, in the order listed:
Second line of a record: PKA-R2B activ, SR-BI HDL uptake, Keap1 Nrf2 FP, NSD2 HMT inh, Arr AP2 block, DAGLB inh, SR-BI DiI-HDL act, PvdQ inh, RTF Ca sens inh, C-LANA FP
(14) O=C(CCS(=O)(=O)c1ccc(Br)s1)N1CCc2ccccc21
    -3, -16, -4, ·, 8, -4, 16, -11, -6, 0.3
(16) COc1ccccc1N1C(=O)CC(N2CCN(c3ccc(F)cc3)CC2)C1=O (configuration not stated)
    0, 0, -9, 1, 1, -4, 0, 1, -3, -2.2
(21) O=C1NC2(CCCc3ccccc32)C(=O)N1CCOc1ccc(Br)cc1 (configuration not stated)
    -15, 17, -4, -3, -6, 0, -17, -20, -26, 3.4
(33) O=C(CSCCO)Nc1cc(C(F)(F)F)ccc1Cl
    0, -5, -2, ·, 4, 3, 5, -3, -1, -1.3
(38) Cc1[nH]c(C)c(S(=O)(=O)N2CCN(c3ccc(Cl)cc3)CC2)c1C(=O)N1CCCC1
    -5, -5, -3, 6, -4, 2, 5, -19, 0, -0.9
(39) O=C1c2ccccc2C(=O)N1CCCCN(C(=O)c1ccco1)c1ccc(Cl)cc1
    -3, -25, -6, 5, 7, -1, 25, -10, -11, -0.7
(42) CCn1cc(C(=O)O)c(=O)c2cnc(N3CCN(C(=S)NC(=O)c4ccc(Cl)cc4Cl)CC3)nc21
    1, 0, 3, 0, 1, -3, 0, -4, -2, -2.7
(43) COc1cc(NC(=O)Cn2nc(C(F)(F)F)c3c2CCCC3)cc(OC)c1OC
    -15, 15, -6, 3, 1, -6, -15, -11, -4, -1.1
(44) O=C(CCC(=O)Nc1ccc(F)cc1)N/N=C/c1c[nH]c2ccccc12
    -3, 17, -6, ·, 1, 4, -17, -3, -6, -1.6

Source: PubChem

Rows are unselected; any-hit rate near 2.1%.
